FBPA Giardia inh = qHTS Assay for Inhibitors of Fructose-1,6-bisphosphate Aldolase from Giardia Lamblia; purified Giardia FBPA; Potency, µM (series often up to 59.6 µM), for the others: at the top dose activity, negative = inhibition, hits mostly inhibitors; 290,000 tested, 0.71% active; also: potency is read from the fitted curve at half-maximal effect; nearly all actives have a fitted effect of over 55% in size
Target sequence (A8B2U2 whole entry, looked up): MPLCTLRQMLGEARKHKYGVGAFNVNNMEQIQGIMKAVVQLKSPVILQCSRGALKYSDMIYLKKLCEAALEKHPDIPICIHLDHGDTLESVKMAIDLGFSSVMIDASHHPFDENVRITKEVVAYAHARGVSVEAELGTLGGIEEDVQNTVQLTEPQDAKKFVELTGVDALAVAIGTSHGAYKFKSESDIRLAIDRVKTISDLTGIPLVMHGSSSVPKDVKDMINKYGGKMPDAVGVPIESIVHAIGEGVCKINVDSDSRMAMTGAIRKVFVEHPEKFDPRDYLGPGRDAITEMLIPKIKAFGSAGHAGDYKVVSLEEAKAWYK
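40 nM FBPA preincubated 10 min at RT with compound (up to 57.5 uM final), then substrate plus GAPDH/TPI/NAD/arsenate coupling and diaphorase/resazurin added. Fluorescence read after 20 min at RT, 525/598 nm.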
HCMV inh = qHTS Assay for inhibitors of the human cytomegalovirus (HCMV). HFF cells, HCMV-luciferase reporter, 72 h; active compounds read low. activity change, negative = inhibition, % at 57.5 µM. 410,000 tested, 4.5% active. AID 1259415, 2018; in the data active = activity change below about -60%; inconclusive = no clear call, values can overlap the other calls; inactive = above about -39%
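Screen run at 2 compound doses on HFFs infected with reporter HCMV, MOI 1 PFU/cell. Luciferase activity from cell lysates at 72 h post infection gave inhibition relative to buffer-only and Salinomycin wells.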
AmpC detergent = qHTS Inhibitors of AmpC Beta-Lactamase (assay with detergent); P00811; AmpC hydrolysis of nitrocefin, absorbance 480 nm, 0.01% Triton; Potency, µM (highest dose often 114 µM), without a hit: top-dose activity change, negative = inhibition, usual class: inhibitors; 370,000 tested, 0.041% active;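 also: potency is read from the fitted curve at half-maximal effect; 0% = no-compound wells and -100% = no-enzyme wells; nearly all actives have a fitted effect of over 25% in size; some results filed as inactive show a strong effect at the top dose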
Target sequence (P00811 whole entry, looked up): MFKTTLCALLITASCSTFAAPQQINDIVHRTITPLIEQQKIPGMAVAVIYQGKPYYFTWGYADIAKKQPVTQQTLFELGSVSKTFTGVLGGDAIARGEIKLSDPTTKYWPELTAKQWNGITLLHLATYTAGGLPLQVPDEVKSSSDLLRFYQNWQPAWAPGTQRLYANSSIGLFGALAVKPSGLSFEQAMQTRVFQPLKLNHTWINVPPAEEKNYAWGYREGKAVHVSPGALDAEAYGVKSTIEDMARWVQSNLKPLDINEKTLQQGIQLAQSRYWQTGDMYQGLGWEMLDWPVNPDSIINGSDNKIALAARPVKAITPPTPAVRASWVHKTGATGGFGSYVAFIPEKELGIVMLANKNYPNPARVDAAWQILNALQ
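AmpC (5.3 nM in the dispensed reagent) in 20 mM phosphate pH 7.0 with 0.01% (detergent screen) or 0.0001% Triton X-100 was preincubated with compounds for 15 min at room temperature. Nitrocefin was then added from an 800 uM solution, and hydrolysis was followed at 480 nm.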
Sm TGR block = qHTS Assay for the Inhibitors of Schistosoma Mansoni Peroxiredoxins; Schistosoma mansoni thioredoxin glutathione reductase (TGR), Q962Y6; purified TGR, DTNB reduction, TNB absorbance 405 nm; Potency, µM (doses to about 114 µM), without a hit: at the highest dose activity change, negative = inhibition, hits mostly inhibitors; 360,000 tested, 3% active; also: potency is read from the fitted curve at half-maximal effect; nearly all actives have a fitted effect of over 60% in size
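TGR 20 nM + NADPH 100 uM (dispensed conc.), cpd preinc 15 min RT; start with NADPH (500 uM addition) then DTNB (15 mM addition). Kinetic TNB absorbance, 405 nm filter. Four-parameter Hill fit across titration.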
HCV inh = qHTS Assay for Inhibitors of Hepatitis C Virus (HCV); 340,000 tested, 3.4% active; Potency, µM (highest dose often 41.8 µM), without a hit: top-dose activity change, negative = inhibition, most hits filed as inhibitors; AID 651820, 2012; Huh7.5.1 HCVcc-Cre infection, luciferase reporter, 44 h; also: potency is read from the fitted curve at half-maximal effect
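After 44 h co-culture of compound, cells and HCVcc-Cre (~0.5 moi), substrate is added for 15 min at room temperature and luciferase measured over 15 sec. Cells were seeded at 1,000/well and pre-cultured 4 h.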
AmpC no deterg = qHTS Inhibitors of AmpC Beta-Lactamase (assay without detergent); P00811; AmpC nitrocefin hydrolysis, absorbance 480 nm, 0.0001% Triton; Potency, µM (series often up to 57.1 µM), inactives show top-dose activity change, negative = inhibition, most hits filed as inhibitors; 330,000 tested, 0.52% active;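 also: potency is read from the fitted curve at half-maximal effect; plate controls were no compound for no effect and no enzyme for full effect; nearly all actives have a fitted effect of over 20% in size; some results filed as inactive show a strong effect at the top dose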
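AmpC (5.3 nM in the dispensed reagent) in 20 mM phosphate pH 7.0 with 0.01% (detergent screen) or 0.0001% Triton X-100 was preincubated with compounds for 15 min at room temperature. Nitrocefin was then added from an 800 uM solution, and hydrolysis was followed at 480 nm.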
Numbers without * were called inactive; ? = inconclusive; . = not tested or not shown; & = joins results of further samples; [ ] = another dose, or the depositor's remark. Unless noted, calls follow the shape of the dose curve; as a rule, active = well fitted curve in the direction sought with a large enough effect; inconclusive = small, poorly fitted or top-dose-only effect, or another doubt; inactive = no such curve, though single readings can be large; an effect the other way counts as inactive or inconclusive. Unless noted, % is scaled to controls: 0 for no effect and ±100 for the full control effect.

SMILES	FBPA Giardia inh	HCMV inh	AmpC detergent	Sm TGR block	HCV inh	AmpC no deterg
COC(=O)c1ccc(S(=O)(=O)N2C3CCC2CC(NC(=O)NC2CCCCC2)C3)cc1 (stereo unspecified)	0%	48	5%	6%	9%	-8%
CC(=O)c1cccc(NC(=O)c2ccc3c(c2)CCN3S(=O)(=O)c2ccccc2)c1	-2%	-23&-12	-2%&-4%	-17%&-4%	3%	-39%
CCN(Cc1ccccc1)C(=O)C1CCN(S(=O)(=O)c2ccc3c(c2)OCCO3)CC1	.	7	?	0%	1%	46%
O=C(C[C@H]1C/C=C\CC[C@H](Cc2ccc(F)cc2)C(=O)OC[C@@H]2CCCN2C1=O)N[C@H](CO)Cc1ccccc1	.	20	.	.	5%	295%[activator]
C=CCON1C(=O)c2ccccc2C1=O	0%	-25	-9%	0%	5%	-8%
COc1ccccc1CNC(=O)CCNS(=O)(=O)c1cccc2nsnc12	1%	10&68	6%&1%	-1%&4%	3%	-22%
COc1ccc(CC(=O)N(C)CC(=O)Nc2ccccc2SC)cc1	3%	23	1%	0%	0%	2%
O=C(CCNC(=O)C1CCN(S(=O)(=O)c2ccccc2)CC1)NCCc1ccc(Cl)cc1	.	-8	-7%	1%	-22%	158%[activator]
COc1ccccc1NC(=O)c1cn(CCC#N)nc1-c1cccc(Cl)c1	-4%	10	?	-1%	-7%	49%
Cc1ccc(CNC(=O)C2CCC(=O)N(CCc3ccc(Cl)cc3)C2)s1 (stereo unspecified)	.	.	-4%	-21%	-5%	146%[activator]
COc1ccc(C(=O)NCC(c2cccs2)N2CCOCC2)cc1OC (stereo unspecified)	.	-6	?	-24%	-9%	-11%
CCOC(=O)CN1N=C(c2ccc(C)cc2)CCC1=O	13%	1	-2%	8%	-2%	-7%
CCOc1ccc(/C=N/NC(=O)c2cc3c(OC)cccc3[nH]2)cc1	3%	-63*	-3%	-20%	-16%	-25%
CC(C)(C)OC(=O)C[C@@H]1C/C=C\C[C@@H](CC(=O)N[C@@H](CO)Cc2ccccc2)C(=O)N2CCC[C@H]2COC1=O	.	-20	.	.	14%	225%[activator]
O=C(NNS(=O)(=O)c1ccc(Cl)cc1)c1cc(-c2ccccc2)nc2ccccc12	8%	18	-5%	-11%	31%[activator]	28µM*
O=C(CNC(=S)N(Cc1ccccc1)Cc1cccnc1)NCc1ccccc1	1%	-11	-1%	0%	2%	81%[activator]
N#CC1=C(N)N=C(SCc2ccccc2)C(C(N)=O)C12CCCCC2 (stereo unspecified)	1%	-4	-8%	-3%	22%	-10%
Cc1ccc(S(=O)(=O)NCc2ccco2)cc1C(N)=O	5%	-39	2%	-15%	10%	-18%
COc1ccc2c(c1)oc(=O)c1cc(OC)ccc12	0%	4	-5%	-13%	?	-19%
CC(=O)C[C@H](O)CC(=O)[C@H]1OC(=O)[C@@H](C)CCCCc2ccccc21	.	-16	.	.	?	-11%
Cc1ccc(CSc2nc3ccc(NC(=O)COc4ccccc4F)cc3s2)cc1	.	-17	11%	4%	.	.
CCn1c(=O)cc(SCC(=O)NCCCN2CCN(c3ccccc3F)CC2)c2ccccc21	1%	80	-6%	-10%	?	152%[activator]
COc1ccc(C(C)=O)cc1CC(C(=O)c1ccc(C)c(C)c1)N(C)C (stereo unspecified)	5%	3	-13%	-23%	-7%	-6%
CC(C)(C)c1ccc(Cn2nc(CC(=O)O)c3ccccc3c2=O)cc1	14%	-30	3%	10%	17%	-5%
CCCn1ncc([C@@H]2C[C@H]3CN(Cc4cccc(Cl)c4)C(=O)[C@]34CCCN24)c1C	6%	-33	-1%	-11%	?	138%[activator]
Cc1ccc(OCCn2c(=O)oc3ccc(C)cc32)cc1	0%	-22	7%	?	-12%	-9%
NC(=O)NC(CC(=O)NCCCc1ccccc1)c1ccc(Cl)cc1 (stereo unspecified)	-1%	0	4%	6%	15%	-3%
N#C/C(=C(\O)C(F)(F)F)c1nnc2n1CCCCC2	0%	0	-1%	10%	25%	-15%
CC(NC(=O)C(=O)NCCC1=CCCCC1)c1ccccc1 (stereo unspecified)	5%	42	?	4%	18%	-52%
Cc1cc2c(Nc3cccc(O)c3)ncnc2s1	-15%	13	-6%	-8%	-22%	-26%
CCOc1cc(CNCc2ccccc2)ccc1OCC(=O)NC1CCCCC1	.	40	4%	4%	2.5µM*	7%
O=C1CC2(CCCC2)C(=O)N1CN1CCN(S(=O)(=O)c2ccc(F)cc2F)CC1	.	7	.	.	-3%	-7%
O=C(COC(=O)c1ccccc1)Nc1cccc(S(=O)(=O)NC2=NCCCCC2)c1	5%	16	-9%	-6%	1%	-33%
CCc1ccc(C(=O)CCC(=O)Nc2ccc(OC)c(S(=O)(=O)N3CCCCC3)c2)cc1	.	54	1%	-2%	?	-3%
CCCc1cc(C(=O)NCc2cccs2)no1	0%	61	?	-25%	14%	-14%
O=C(c1cc(-c2ccc(Cl)cc2)n(-c2ccc(Cl)cc2)n1)N1CCOCC1	0%	19	0%	5%	?	157%[activator]
Cc1cc(C)nc(-n2nc(C)cc2NC(=O)c2ccc(S(=O)(=O)N3CCOCC3)cc2)n1	5%	.	2%	0%	-4%	-1%
COC(=O)c1oc(-c2ccccc2)nc1C	0%	-39	-7%	0%	7%	-14%
COc1ccc(OC)c(-n2c(=S)[nH]c3cc(C(=O)N4CCC(C(N)=O)CC4)ccc3c2=O)c1	0%	1	-4%	-9%	?	-3%
NC(=O)C1CCN(C(=S)NCc2ccc3c(c2)OCO3)CC1	-4%	-19	-1%	-11%	5%	-15%
CCOC(=O)c1csc(N)n1	-7%	-39	-2%	-5%	-1%	-24%
COC(CNC(=O)CNC(=S)N(CCCN1CCOCC1)Cc1cccs1)OC	6%	-24	-7%	18%	-2%	-2%
CCOC(=O)c1nnc(-c2ccc(C)cc2)nc1Sc1cccc(Cl)c1	12%	61	0%	16%	2%	0%
COc1cccc2cc(C(=O)N(Cc3ccccc3)CC3CCCO3)c(=O)oc12 (stereo unspecified)	2%	-18	-2%	-30%	-13%	6%
CC(C)C1NC2(C(=O)c3ccccc3C2=O)C2C(=O)N(c3ccc(F)cc3)C(=O)C12 (stereo unspecified)	-2%	63	-9%	2µM*	12%	-30%
CS(=O)(=O)c1ccc(Oc2ccc(-c3nnco3)cc2)c([N+](=O)[O-])c1	7%	-20	-4%	?	3%	4%
CCOc1ccc(S(=O)(=O)N(CC)CC(=O)NC2CC2)cc1	.	43	-5%	-25%	5%	-6%
O=C(COC(=O)c1nc(Cl)ccc1Cl)Nc1ccc(Cl)cc1	.	20	0%	1%	17%	?
CCN(CC)S(=O)(=O)c1ccc2[nH]cc(C(=O)NCCc3ccc(OC)c(OC)c3)c(=O)c2c1	1%	-4	-1%	8%	10%&-10%	28%
C[C@H](NC(=O)c1[nH]cnc1C(=O)N[C@H](C)c1ccccc1)c1ccccc1	.	?	0%	-9%	-7%	-4%
S=C(NCCc1ccccc1)NC1CC2CCC(C1)N2Cc1ccccc1 (stereo unspecified)	1%	-29	0%	-1%	?	11%
O=C(CNC(=O)c1ccc(Oc2ccccc2)cc1)OCc1ccc(Br)cc1	2%	-4	0%	2%	6%	-25%
CC(C)(C)CC(=O)NC1CC(=O)N(c2ccc3c(c2)OCCO3)C1 (stereo unspecified)	.	4	3%	-2%	.	.
CC(C)=CCN1CCN(Cc2cnc(-c3ccccc3)s2)CC1CCO (stereo unspecified)	5%	?	5%	6%	-8%	53%
CSc1ccccc1C(=O)Nc1ncc(C)s1	0%	-16	?	-3%	-9%	-16%
CC(C)OC(=O)c1cc(NC(=O)C2C3CCC(O3)C2C(=O)O)cc(C(=O)OC(C)C)c1 (stereo unspecified)	-4%	10	2%	0%	?	78%[activator]
Cc1cccc(COc2ccccc2C(=O)NC2CCC(O)CC2)c1 (stereo unspecified)	.	4	-8%	-5%	7%	52%
CN(C)C(=O)c1cn(-c2ccccc2)nc1-c1cc2ccccc2oc1=O	10%	-17	4%	3%	-28%	4%

Filtered by structure, the entries above containing an aryl methoxy group.
SMILES	FBPA Giardia inh	HCMV inh	AmpC detergent	Sm TGR block	HCV inh	AmpC no deterg
COc1ccccc1CNC(=O)CCNS(=O)(=O)c1cccc2nsnc12	1%	10&68	6%&1%	-1%&4%	3%	-22%
COc1ccc(CC(=O)N(C)CC(=O)Nc2ccccc2SC)cc1	3%	23	1%	0%	0%	2%
COc1ccccc1NC(=O)c1cn(CCC#N)nc1-c1cccc(Cl)c1	-4%	10	?	-1%	-7%	49%
COc1ccc(C(=O)NCC(c2cccs2)N2CCOCC2)cc1OC (stereo unspecified)	.	-6	?	-24%	-9%	-11%
CCOc1ccc(/C=N/NC(=O)c2cc3c(OC)cccc3[nH]2)cc1	3%	-63*	-3%	-20%	-16%	-25%
COc1ccc2c(c1)oc(=O)c1cc(OC)ccc12	0%	4	-5%	-13%	?	-19%
COc1ccc(C(C)=O)cc1CC(C(=O)c1ccc(C)c(C)c1)N(C)C (stereo unspecified)	5%	3	-13%	-23%	-7%	-6%
CCc1ccc(C(=O)CCC(=O)Nc2ccc(OC)c(S(=O)(=O)N3CCCCC3)c2)cc1	.	54	1%	-2%	?	-3%
COc1ccc(OC)c(-n2c(=S)[nH]c3cc(C(=O)N4CCC(C(N)=O)CC4)ccc3c2=O)c1	0%	1	-4%	-9%	?	-3%
COc1cccc2cc(C(=O)N(Cc3ccccc3)CC3CCCO3)c(=O)oc12 (stereo unspecified)	2%	-18	-2%	-30%	-13%	6%
CCN(CC)S(=O)(=O)c1ccc2[nH]cc(C(=O)NCCc3ccc(OC)c(OC)c3)c(=O)c2c1	1%	-4	-1%	8%	10%&-10%	28%

Compounds were not picked by outcome (roughly 9.9% active in at least one column).
